High-throughput results from PubChem BioAssay.
Wnt act – activators of Wnt/beta-catenin signaling | Wnt/beta-catenin reporter cell assay, activator, plate reader | activation, % at 9.35 µM | AID 743398 | hit rate 1.2% among 300,000; in the data active = activation above about 30%, passing the limit was not always enough;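 also: 0% = neutral control wells and 100% = positive control wells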
PvdQ inh – P. aeruginosa PvdQ acylase inhibition. hit rate 0.063% among 340,000. purified PvdQ acylase, fluorescence plate reader. inhibition, % at 10 µM; in the data active = inhibition above about 30%, passing the limit was not always enough;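 also: 0% = vehicle neutral wells and 100% = reference inhibitor wells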
MITF act – activators of MITF-driven TRPM1 promoter activity in SK-MEL-5 cells. hit rate 0.75% among 300,000. activation, % at 12.5 µM. SK-MEL-5 TRPM1-promoter luciferase, 24 h; % of positive control, neutral wells = 0;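 active = mean activation of at least 80% with every replicate also reaching 80%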;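 also: 0% = neutral control wells and 100% = parthenolide positive control wells; values of inactives mirror those of a sister screen read the other way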
NSD2 inh – NSD2 (human) methyltransferase inhibition. O96028. NSD2 peptide methylation, AlphaScreen, 120 min. inhibition, % at 12.5 µM. hit rate 0.54% among 310,000. AID 743445; in the data active = inhibition above about 50%
CDK5 p35 inh – blocks human CDK5/p35 kinase activity; Recombinant CDK5/p35, ADP-Glo luminescence, 60 min; Q00535+Q15078; inhibition, % at 10 µM; hit rate 0.01% among 330,000;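 active = highest replicate inhibition of at least 50% and at least 75% of replicates reaching 50%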;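 also: plate controls were DMSO neutral control for no effect and GW8510 at 10 µM for full effect; many of its hits are not listed in these tables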
Target sequence (Q00535 whole entry, looked up): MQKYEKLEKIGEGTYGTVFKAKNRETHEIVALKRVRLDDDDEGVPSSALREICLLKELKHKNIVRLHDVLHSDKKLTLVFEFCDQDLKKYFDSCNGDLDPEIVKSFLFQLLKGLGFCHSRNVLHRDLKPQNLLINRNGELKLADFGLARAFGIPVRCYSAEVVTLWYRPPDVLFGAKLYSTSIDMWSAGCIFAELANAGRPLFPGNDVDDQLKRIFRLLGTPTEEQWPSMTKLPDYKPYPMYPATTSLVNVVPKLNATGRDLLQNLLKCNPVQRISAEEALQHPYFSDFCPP
Target sequence (Q15078 whole entry, looked up): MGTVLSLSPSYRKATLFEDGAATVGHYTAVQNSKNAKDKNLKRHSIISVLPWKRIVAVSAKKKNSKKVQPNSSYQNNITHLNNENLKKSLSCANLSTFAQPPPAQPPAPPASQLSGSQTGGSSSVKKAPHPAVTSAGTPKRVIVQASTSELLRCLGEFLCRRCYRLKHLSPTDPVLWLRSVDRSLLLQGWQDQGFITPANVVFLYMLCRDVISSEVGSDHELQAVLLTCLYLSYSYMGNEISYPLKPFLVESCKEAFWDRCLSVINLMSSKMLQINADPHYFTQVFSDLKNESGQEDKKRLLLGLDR
dFosB act – enhances mouse delta FosB homodimer DNA binding; P13346; purified delta FosB, TAMRA-CDK5 oligo fluorescence polarization; percent of positive-control signal above neutral wells; activation, % at 25 µM; hit rate 0.99% among 340,000; AID 493131;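 active = mean activation above about 17%, with every replicate also reaching it, limit read from the data, passing the limit was not always enough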;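 also: fluorescence polarization rise as delta FosB binds a TAMRA Cdk5 AP-1 oligo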
HTR5A inv ag – inverse agonist of human HTR5A in OPRM1-OPRD1 counter-screen; HTR5A cell line, luminescence, inverse agonism; inhibition, % at 9.3 µM; hit rate 0.083% among 340,000; in the data active = inhibition mostly above about 23%, no sharp cut-off; inactive = mostly below about 18%;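 also: 0% = cells with DMSO and 100% = no-cell wells with DMSO; some compounds called inactive have numbers as strong as hits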
Target sequence (P47898 whole entry, looked up): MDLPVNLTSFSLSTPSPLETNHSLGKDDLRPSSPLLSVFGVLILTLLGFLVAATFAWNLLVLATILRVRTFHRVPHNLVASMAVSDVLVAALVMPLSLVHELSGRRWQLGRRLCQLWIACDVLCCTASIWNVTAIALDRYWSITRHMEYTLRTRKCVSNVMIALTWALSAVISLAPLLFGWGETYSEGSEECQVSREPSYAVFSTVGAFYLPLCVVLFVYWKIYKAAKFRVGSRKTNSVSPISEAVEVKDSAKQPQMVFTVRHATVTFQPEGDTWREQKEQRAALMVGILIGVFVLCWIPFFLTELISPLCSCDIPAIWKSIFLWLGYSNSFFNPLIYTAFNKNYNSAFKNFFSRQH
SR-BI DiI inh – mouse SR-BI HDL lipid transfer inhibition; Q61009; ldlA[mSR-BI] CHO cells, DiI-HDL uptake fluorescence, 3 h; inhibition, % at 12.5 µM; hit rate 0.96% among 320,000; AID 488896;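 active = mean replicate inhibition of at least 70% and a set share of replicates each scoring 70 or more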;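 also: 0% = median of neutral control wells and 100% = median of positive control wells; values of inactives mirror those of a sister screen read the other way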
HTR5A ag – activates human HTR5A in OPRM1-OPRD1 agonist counter-screen. P47898. HTR5A agonist assay, luminescence, cell-based. activation, % at 9.3 µM. hit rate 0.61% among 340,000; in the data active = activation mostly above about 9.5%, no sharp cut-off; inactive = mostly below about 7.6%;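 also: 0% = cells with vehicle only and 100% = reference agonist; strong numbers were not always called active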
V-ATPase pHluor – alters yeast V-ATPase proton transport. response, % at 10 µM. S. cerevisiae, pHLuorin cytosolic pH fluorescence. hit rate 0.37% among 350,000; in the data active = response mostly above about 7.3%, no sharp cut-off; inactive = mostly below about 5.4%; also: actives read high; inactives centre near 0; some compounds called inactive have numbers as strong as hits; reference of the scale not given here
* hit, by the source's call; · = no result given. Not a hit list; any-hit rate near 5%.

No. | molecule | Wnt act | PvdQ inh | MITF act | NSD2 inh | CDK5 p35 inh | dFosB act | HTR5A inv ag | SR-BI DiI inh | HTR5A ag | V-ATPase pHluor
1 | O=C(c1cccc(F)c1)N1CCN(S(=O)(=O)c2ccccc2)CC1 | -2 | -18 | -6 | -1 | -1.3 | 4 | 3 | 3 | -1 | -3
2 | Cc1cc([N+](=O)[O-])ccc1NCc1ccc2c(c1)OCCO2 | 1 | 4 | · | 6 | 1.1 | 0 | -18 | 9 | 5 | -1
3 | O=C(CSc1nnc(-c2ccncc2)n1CC1CCCO1)Nc1ccccc1Cl (centres undefined) | -1 | 8 | -1 | 2 | 0.7 | -1 | -33 | 5 | 1 | 0
4 | COC(=O)c1ccc(Cn2nnc3c(=O)[nH]c(C4CCN(S(=O)(=O)c5cc(C)ccc5C)CC4)nc32)cc1 | -1 | -7 | 2 | -1 | -0.7 | -9 | -10 | -2 | 3 | 2
5 | CCOc1ccc(NC(=O)CC(Cc2cc(C)cc(C)c2)C(=O)O)cc1 (centres undefined) | -1 | -7 | -5 | -1 | -0.3 | 1 | -17 | -5 | 5 | -1
6 | COc1ccc(OCC(=O)N2CCN(C(=O)c3ccc(F)cc3)CC2)cc1 | 0 | 6 | -4 | -1 | 0.0 | 0 | 9 | 12 | -1 | -2
7 | Cc1[nH]nc2ncc(C(=O)c3cc(Cl)cc(Cl)c3O)cc12 | -5 | 9 | -23 | -2 | -1.1 | -10 | -5 | 12 | 1 | -1
8 | O=C(CSc1nnnn1-c1ccccc1)CSc1nnnn1-c1ccccc1 | 0 | 2 | 0 | -1 | -0.9 | 1 | -6 | -12 | -5 | -2
9 | COc1ccc(NC(=O)N(C2CCCCC2)C2CCN(C(C)C)CC2)c(OC)c1 | · | 13 | 5 | 3 | -1.0 | -3 | 13 | -4 | 0 | 2
10 | COCc1cc(CN2CCN(C)CC2)c(O)c2ncccc12 | · | 7 | · | 4 | -1.9 | -9 | -18 | 11 | -3 | 0
11 | O=C(CSc1nc(NS(=O)(=O)c2ccccc2)cc(=O)[nH]1)Nc1ccccc1C(F)(F)F | 5 | -9 | -2 | -3 | -0.5 | 9 | -2 | -8 | 3 | 5
12 | Cc1ccc(C(=O)Nc2ccccc2C(=O)NCc2ccccc2)cc1 | · | -12 | -3 | · | 0.4 | 4 | 3 | 19 | -1 | -2

Quoted at random: 2 compounds from above, in no set order.
No. | molecule | Wnt act | PvdQ inh | MITF act | NSD2 inh | CDK5 p35 inh | dFosB act | HTR5A inv ag | SR-BI DiI inh | HTR5A ag | V-ATPase pHluor
3 | O=C(CSc1nnc(-c2ccncc2)n1CC1CCCO1)Nc1ccccc1Cl (centres undefined) | -1 | 8 | -1 | 2 | 0.7 | -1 | -33 | 5 | 1 | 0
2 | Cc1cc([N+](=O)[O-])ccc1NCc1ccc2c(c1)OCCO2 | 1 | 4 | · | 6 | 1.1 | 0 | -18 | 9 | 5 | -1

Going on with the list:
No. | molecule | Wnt act | PvdQ inh | MITF act | NSD2 inh | CDK5 p35 inh | dFosB act | HTR5A inv ag | SR-BI DiI inh | HTR5A ag | V-ATPase pHluor
13 | Cc1ccn(CC(=O)N2CCCC(N3CCN(c4ccc(F)cc4)CC3)C2)n1 (centres undefined) | -3 | -8 | 1 | -3 | -2.5 | -1 | 11 | 5 | -3 | -2
14 | COc1ccc(N(C(=O)c2cccnc2)S(=O)(=O)c2cc(OC)ccc2OC)cc1 | -1 | -10 | -2 | 0 | -1.3 | 1 | -1 | -8 | 0 | -3
15 | Cc1nn(C)c(C)c1NS(=O)(=O)c1ccc(Cl)cc1 | -1 | -18 | -1 | -3 | 0.8 | -1 | 3 | 15 | -1 | 0
16 | N=C1/C(=C\c2ccc(Br)o2)C(=O)N=C2SC(CC(=O)N3CCOCC3)=NN12 | -2 | 5 | -4 | 94* | -3.9 | -5 | 7 | -10 | -2 | -3
17 | COCC(=O)Nc1c(C(=O)Nc2ccccc2OC)oc2ccccc12 | · | -1 | 23 | -4 | -1.6 | 6 | -9 | 26 | 0 | 0
18 | O=C(Nc1ccccc1)c1cc(S(=O)(=O)N2CCCCC2)ccc1N1CCOCC1 | -3 | -7 | 3 | -2 | 1.2 | -8 | -22 | 0 | 6 | 1
19 | CC(=O)Nc1cccc(C(=O)/C=C/c2ccc(C)cc2)c1 | 13 | 9 | -15 | 2 | 3.6 | -1 | -12 | -10 | -2 | 3
20 | COc1ccc(NC(=O)[C@H](COCc2ccccc2)NC(=O)OC(C)(C)C)cc1 | 0 | -8 | 0 | -4 | 0.3 | -8 | -8 | 9 | 2 | -4
21 | CCOCC(=O)Nc1ccc(S(=O)(=O)N2CCC(c3nc4ccccc4[nH]3)CC2)cc1 | -1 | -18 | -3 | -3 | 0.3 | -5 | -2 | 2 | 1 | -1
22 | CCOc1ccccc1NC(=O)CSc1nnc(-c2cccnc2)o1 | 1 | 0 | -9 | -1 | 0.2 | 3 | -18 | 8 | 6 | -1
23 | O=C(Cn1cnc([N+](=O)[O-])c1)Nc1cc(Oc2ccc(Cl)cc2Cl)cc([N+](=O)[O-])c1 | · | -10 | -12 | 0 | 0.8 | -5 | -14 | · | 8 | -1
24 | COc1ccc(-c2cnnn2-c2ccc(NC(=O)c3ccco3)cc2)cc1OC | 0 | -6 | 1 | -3 | 0.7 | 0 | 21 | 12 | 2 | 0
25 | CN(C)/C=N/NC(=O)c1ccccc1 | -1 | -5 | 0 | 2 | -0.8 | 3 | -18 | 7 | 6 | -2
26 | Cc1ccc(C)c(NC(=O)CSc2nc3ccccc3nc2N2CCOCC2)c1 | -2 | -10 | · | · | -0.4 | 5 | 6 | 8 | -3 | 1
27 | CSc1ccc(S(=O)(=O)N(CC(=O)NN=C2CCN(C)CC2)c2ccc(C)cc2)cc1 | 0 | 10 | 2 | 2 | -0.1 | -10 | -10 | -21 | 3 | 2
28 | Cc1noc(C)c1COc1ccc(C(=O)OCC(=O)OC(C)(C)C)cc1 | -2 | 1 | 6 | -3 | -1.3 | -7 | -15 | 2 | 5 | 3
29 | Cc1cc(C)nc(Nc2ccc(C)c([N+](=O)[O-])c2)n1 | 9 | -15 | 42 | 0 | -2.3 | -4 | 1 | 41 | -2 | 0
30 | COC(=O)C1=C(C)N(Cc2ccccc2)C(=NCCCOC(C)C)N[C@H]1c1ccccc1 | 0 | -11 | 4 | · | -1.6 | -5 | -6 | -1 | 5 | -1
31 | CS(=O)(=O)Cc1nc2ccccc2n1CC(=O)Nc1cccc(S(=O)(=O)N2CCCC2)c1 | -3 | 1 | -10 | -1 | 0.4 | -15 | · | -23 | · | -5
32 | O=C(CCCn1cnc([N+](=O)[O-])n1)Nc1cccc(Cl)c1Cl | -5 | 17 | 6 | -2 | -2.6 | 1 | 11 | -16 | -4 | -4
33 | CCOC(=O)c1cc(C)sc1NC(=O)CSc1nccn1C | -1 | -4 | -6 | 7 | 1.8 | 2 | 19 | -7 | 0 | -2
34 | O=C(Nc1ccc(Oc2cccnc2)cc1)c1ccc([N+](=O)[O-])cc1 | -3 | -14 | 6 | -5 | -1.7 | 0 | -4 | -3 | -1 | 3
35 | O=C(/C=C/c1ccccc1)NCC(=O)N/N=C\c1cccnc1 | -5 | -1 | -31 | 1 | -0.2 | -11 | 2 | -7 | -2 | 0
36 | CC(Oc1ccc(Cl)cc1)C(=O)NCC1CCCO1 (centres undefined) | -2 | 6 | -1 | 8 | -0.7 | -6 | 10 | -10 | 4 | -8
37 | ON=C1c2ccccc2-c2ccccc21 | 1 | -13 | 3 | -1 | 1.7 | -17 | -6 | · | 2 | -1
38 | O=c1onc(-c2cccnc2)n1-c1ccccc1F | 4 | 16 | -6 | 6 | 2.2 | -6 | 8 | -14 | 5 | -4
39 | CC(=O)c1cc2c(cc1NS(=O)(=O)c1ccc(C)cc1)OCCO2 | · | -5 | -18 | -2 | 0.1 | 4 | -20 | 0 | 5 | 1
40 | Cc1ccc(CCNC(=O)CS(=O)Cc2nc(-c3ccccc3Cl)oc2C)cc1 (centres undefined) | 2 | 10 | 8 | 7 | 1.4 | -11 | 4 | -14 | -1 | -2
41 | Cc1cc(C)c2c(CC(=O)NC(C)C)coc2c1 | 0 | -6 | 3 | -2 | -0.9 | -2 | 35 | -7 | -3 | 1
42 | COc1ccc(-c2ccc(=O)n(CC(=O)NCc3ccco3)n2)cc1 | · | -21 | 0 | 0 | 0.0 | 9 | -18 | -15 | 7 | -4
43 | COc1ccc(NC(=O)CC(C)=O)c(OC)c1 | 2 | -10 | 3 | -2 | -0.1 | -8 | 3 | -21 | -1 | -2
44 | N#Cc1ccc(CSc2nnc(NC(=O)c3ccc4ncsc4c3)s2)cc1 | -2 | 2 | 9 | -8 | 0.0 | -4 | 7 | 13 | -3 | -9
45 | O=C(COC(=O)Cc1ccccc1[N+](=O)[O-])NC1CCCC1 | 0 | -8 | 7 | -1 | -0.8 | -10 | 15 | -12 | -2 | ·
46 | Cc1ccc(S(=O)(=O)/N=C(/Nc2cccc3ccccc23)c2ccc(F)cc2)cc1 | 1 | 0 | -30 | 6 | 0.1 | 2 | -3 | -3 | 0 | 0
47 | COc1ccc(NC(=S)N2CCN(C(=O)c3ccccc3)CC2)cc1 | 0 | -8 | 13 | 1 | 0.7 | 4 | 8 | 2 | -3 | -1
48 | C=CCN(CC=C)Cc1c(C)[nH]c2c(C)c(C)ccc2c1=O | -4 | -10 | -8 | 0 | -2.5 | -3 | -10 | -15 | 3 | 1
49 | CSc1cccc(NC(=O)CSc2ccc(Cl)cc2)c1 | 5 | 3 | 10 | 1 | -2.2 | 10 | 6 | -6 | 3 | -5
50 | COC(=O)c1ccccc1NC(=O)c1ccc2c(c1)C(=O)N(Cc1ccco1)C2=O | · | -9 | -1 | -1 | 0.3 | 3 | 4 | 0 | -10 | 0
51 | Cc1cc(C)c(OCCN2CCCC2)c(Cl)c1 | 0 | 10 | · | 3 | 0.0 | -7 | 3 | 5 | -1 | -2
52 | O=C(N/N=C1\CC2CC=CC12)c1ccc(COc2ccccc2)cc1 (centres undefined) | 3 | -4 | -14 | -1 | -0.4 | -2 | 10 | 18 | -4 | 1
53 | CN(C(=O)COC(=O)CSc1cc(Cl)ccc1Cl)c1c(N)n(Cc2ccccc2)c(=O)[nH]c1=O | -2 | -11 | -2 | 21 | -0.6 | 0 | -21 | 21 | 8 | 0
54 | Cc1cccc(/C=c2\s/c(=C\C(=O)C(C)(C)C)[nH]c2=O)c1 | · | -8 | 26 | 6 | -0.4 | -22 | 0 | 17 | -3 | 0
55 | CCCc1cc(C(=O)Cc2ccc(C(=O)OCC)o2)c(O)cc1O | -6 | -8 | -3 | 4 | 0.8 | -23 | 7 | 29 | 1 | 2
56 | O=C(CCNS(=O)(=O)c1cccs1)NCc1ccccc1 | · | 4 | 11 | 0 | 0.9 | -2 | 2 | 1 | 3 | ·
57 | CC(=O)C[C@H]1c2ccccc2S(=O)(=O)N1C1CCCC1 | -7 | -5 | -6 | · | 1.6 | -1 | -22 | -7 | 8 | 3
58 | O=C(O)CC(C(=O)OCCOc1ccccc1)N1CCOCC1 (centres undefined) | -8 | -15 | -1 | 1 | 0.2 | 0 | 12 | -2 | -1 | -4
59 | CCNC(=S)N1CCN(C(c2ccccc2)c2ccccc2)CC1 | 1 | -11 | -1 | · | -3.9 | 1 | -20 | 9 | 8 | -5
60 | C[C@@H](NC(=O)c1ncn(C)c1C(=O)N[C@H](C)c1ccccc1)c1ccccc1 | -3 | -11 | 3 | · | -2.2 | 5 | -23 | 27 | 0 | 1
61 | Cn1c(NC(=O)C2CCCO2)cc(=O)n(C)c1=O (centres undefined) | -2 | -13 | 1 | -1 | -3.3 | 1 | 3 | · | 17 | 1
62 | CCOc1ccccc1-c1nc(SCC(=O)O)n[nH]1 | · | -2 | 1 | -2 | -1.6 | 6 | 16 | -10 | -1 | 6
